Compound activity: PubChem BioAssay, National Center for Advancing Translational Sciences (NCATS)
Giardia killer: Giardia lamblia killing. AID 540267. 340,000 compounds, 0.15% hits. Giardia lamblia trophozoite viability. activity change, % at 7.66 µM, hits read low; in the data active = activity change below about -80%; inconclusive = between about -30% and that limit;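 note: parasites exposed to compound for two days anaerobically before the ATP read; % is set by controls: 0 for no effect and ±100 for the full control effect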
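Luminescence from cellular ATP indicates surviving trophozoites (100 cells/well) following 48 hrs anaerobic compound treatment at 37 deg C; signal develops 15-30 min at room temperature.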
GALK inhibitor: blocks human galactokinase activity. 270,000 compounds, 0.007% hits. Potency, µM (top dose mostly 57.5 µM), for inactives: top-dose activity change, negative = inhibition, actives largely listed as inhibitors. P51570. Purified GALK, Kinase-Glo residual ATP luminescence; note: potency is the fitted concentration of half-maximal effect; % is set by controls: 0 for no effect and ±100 for the full control effect
Target sequence (P51570 whole entry, looked up): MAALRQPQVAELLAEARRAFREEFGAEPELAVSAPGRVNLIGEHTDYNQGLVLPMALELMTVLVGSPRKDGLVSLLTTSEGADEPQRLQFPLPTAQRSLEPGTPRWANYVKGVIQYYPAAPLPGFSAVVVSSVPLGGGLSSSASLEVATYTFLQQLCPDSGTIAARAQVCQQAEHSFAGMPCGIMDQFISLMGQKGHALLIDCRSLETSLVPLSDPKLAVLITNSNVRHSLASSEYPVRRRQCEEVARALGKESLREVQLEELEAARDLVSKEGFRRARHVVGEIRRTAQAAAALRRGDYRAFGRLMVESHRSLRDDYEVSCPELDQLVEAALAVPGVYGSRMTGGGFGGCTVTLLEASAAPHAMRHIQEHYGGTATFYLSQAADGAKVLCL
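Human GALK (5 nM) with 35 uM ATP and 100 uM galactose in 20 mM HEPES pH 8.0, 5 mM MgCl2, 60 mM NaCl, 1 mM DTT, 0.01% BSA. After 1 h at room temperature, leftover ATP was read by Kinase-Glo Plus luminescence.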
PKM2 activator: activators of human pyruvate kinase M2 | purified PKM2, Kinase-Glo ATP luminescence, activation; response scale: 0% is enzyme alone, no compound | 260,000 compounds, 0.34% hits | Potency, µM (titrated, usually from 57.5 µM), without a hit: at the highest dose activation, hits mostly activators; note: potency is the fitted concentration of half-maximal effect; % is set by controls: 0 for no effect and ±100 for the full control effect; nearly all actives have a fitted effect of over 55% in size
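Purified hPK-M2 (>95% pure) converted ADP (0.1 mM final) to ATP with 0.5 mM PEP in 50 mM imidazole pH7.2, KCl, MgCl2, Tween 20, BSA; 1 h at room temperature. ATP detected by Kinase-Glo luminescence.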
Integrin act MD: activates integrin-mediated alleviation for muscular dystrophy. Potency, µM (series often up to 38.3 µM), without a hit: at the top dose activation, most hits filed as activators. 350,000 compounds, 0.064% hits. alpha7betagal myoblasts, beta-gal FDG fluorescence, 48 h;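 note: potency is the fitted concentration of half-maximal effect; 100% = response of the positive control SU9516; nearly all actives have a fitted effect of over 60% in size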
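alpha7betagal+/- myoblasts (passage 13, 250/well) treated 48 h at 37C with compounds at 1:260 dilution of DMSO stock. Lysed, then beta-galactosidase activity read as FDG fluorescence (ex 480/em 540) after 30 min, with pre-read for autofluorescence.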
ASM inhibitor: human S-ASM enzyme inhibition; placental ASM, HMU-PC fluorogenic substrate, 60 min; Potency, µM (doses to about 57.5 µM), for the others: at the top dose activity change, negative = inhibition, usual class: inhibitors; AID 504937; 340,000 compounds, 0.006% hits; P17405; note: potency is the fitted concentration of half-maximal effect
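HMU-PC0 cleavage (9 uM final) by human placental ASM, 60 min at 37 °C following 10 min compound exposure at RT; stopped at pH 10, fluorescence Ex 386/Em 447 nm.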
TSG101-PTAP inh: blocks PTAP/TSG101 interaction to inhibit HIV-1 budding; Potency, µM (series often up to 115 µM), inactives show at the top dose activity change, negative = inhibition, actives largely listed as inhibitors; Fluorescence polarization, FITC-PTAP peptide / Tsg101 binding; Q99816; 340,000 tested, under 10 active; active = well fitted inhibition curve with a large enough effect in the main read-out, with a control signal flat, not every such curve was filed as active; inconclusive = small, poorly fitted or top-dose-only effect, or effect the other way, or a change in a side signal; inactive = no such curve, though single readings can be large or run the other way; note: potency is the fitted concentration of half-maximal effect; % of control where 0% means no effect
Target sequence (Q99816 whole entry, looked up): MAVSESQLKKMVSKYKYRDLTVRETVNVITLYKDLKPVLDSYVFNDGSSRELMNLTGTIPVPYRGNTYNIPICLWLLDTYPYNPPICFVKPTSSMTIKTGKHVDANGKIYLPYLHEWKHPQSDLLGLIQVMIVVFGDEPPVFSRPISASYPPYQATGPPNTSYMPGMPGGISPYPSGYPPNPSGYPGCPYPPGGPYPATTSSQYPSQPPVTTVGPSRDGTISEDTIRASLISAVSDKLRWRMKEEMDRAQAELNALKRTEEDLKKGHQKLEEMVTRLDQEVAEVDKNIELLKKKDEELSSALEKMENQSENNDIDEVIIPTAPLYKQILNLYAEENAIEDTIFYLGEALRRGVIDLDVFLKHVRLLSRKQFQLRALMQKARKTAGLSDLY
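Steps: Tsg101 binding domain dispensed (10 uM final), compounds pinned in DMSO, FITC-labeled PTAP-motif peptide added (50 nM final); after 20 min binding at room temperature, polarization measured.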
Tb PFK block: blocks T. brucei phosphofructokinase; Potency, µM (series often up to 57.5 µM), for the others: at the top dose activity, negative = inhibition, usual class: inhibitors; T. brucei PFK, ADP-Glo luminescence; 330,000 compounds, 0.17% hits; O15648; AID 485367;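 note: potency is the fitted concentration of half-maximal effect; 0% = uninhibited 1x PFK enzyme wells and -100% = no-enzyme wells; nearly all actives have a fitted effect of over 60% in size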
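1.25 nM PFK with 0.5 mM F6P and 0.1 mM ATP in 0.1 M TEA pH 8.0, 5 mM MgCl2, incubated 45 min at room temperature; ADP measured by ADP-Glo luminescence; compounds titrated up to 57 uM.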
BCR signal inh: blocks chronic active B-cell receptor signaling. ABC-DLBCL IkBa-CBG/CBR reporter, luminescence ratio, 4 h. Potency, µM (top dose mostly 46.1 µM), inactives show at the highest dose ratio change, negative = lower green/red ratio, hits mostly inhibitors. 340,000 compounds, 0.05% hits. AID 493014; active = well fitted inhibition curve with a large enough effect in the signal ratio, with a control signal flat, not every such curve was filed as active; inconclusive = small, poorly fitted or top-dose-only effect, or effect the other way, or a change in a side signal; the % refers to the signal ratio;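 note: potency is the fitted concentration of half-maximal effect; plate controls were basal doxycycline-induced cells for no effect and cells given 10 µM MG132 for full effect; MG132 reads +100%, hits lower the ratio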
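TMD8 ABC-DLBCL cells carrying doxycycline-inducible green luciferase fused to IkappaBalpha plus unfused red luciferase were exposed to compounds (up to 46 uM) for 4 hrs at 37C. Activity came from the overlap-corrected green/red luminescence ratio.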
B2AR arrestin: agonists driving beta-arrestin recruitment to human beta2-adrenergic receptor; beta-arrestin recruitment to beta2AR, cell-based reporter; Potency, µM (highest dose often 46.1 µM), for the others: top-dose activation, most hits filed as activators; 330,000 compounds, 0.02% hits; AID 492947;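 note: potency is the fitted concentration of half-maximal effect; 0% = DMSO controls and full agonism = EC100 isoproterenol or metaproterenol; nearly all actives have a fitted effect of over 65% in size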
Coupling enz: counter-screen for Giardia aldolase inhibitors: coupling enzyme system | coupling enzyme system counterscreen, AmpLite Red fluorescence | activity change, negative = inhibition, % at 58.2 µM, hits read low | 290,000 compounds, 0.67% hits; in the data active = activity change below about -30%; note: % is set by controls: 0 for no effect and ±100 for the full control effect
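Compounds tested against the coupling enzymes alone at 57.5 uM final; readout was AmpLite Red fluorescence (525/598 nm) after 20 min at RT.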
Menin-MLL TR inh: displaces Texas Red mutant MLL peptide from human menin; 270,000 compounds, 0.23% hits; O00255; AID 1768; Menin + Texas Red MLL mutant peptide, fluorescence polarization; Potency, µM (highest dose often 61.6 µM), inactives show top-dose FP activity change, negative = inhibition, usual class: inhibitors; active = well fitted inhibition curve with a large enough effect in the polarisation, with a control signal flat, not every such curve was filed as active; inconclusive = small, poorly fitted or top-dose-only effect, or effect the other way, or a change in a side signal; inactive = no such curve, though single readings can be large or run the other way; the % refers to the polarisation; note: potency is the fitted concentration of half-maximal effect; % of control where 0% means no effect; many of its hits are not listed in these tables
* hit, by the source's call; ? = inconclusive; . = not tested or not shown; & = joins results of further samples; [ ] = remark or other dose. Unless noted, calls come from the whole dose curve; as a rule, active = well fitted curve in the direction sought with a large enough effect; inconclusive = small, poorly fitted or top-dose-only effect, or another doubt; inactive = no such curve, though single readings can be large; an effect the other way counts as inactive or inconclusive. A portion of the library; count on the stated rates, not on these rows.

SMILES | Giardia killer | GALK inhibitor | PKM2 activator | Integrin act MD | ASM inhibitor | TSG101-PTAP inh | Tb PFK block | BCR signal inh | B2AR arrestin | Coupling enz | Menin-MLL TR inh
CN(C(=O)/C=C/c1ccccc1)C1CCS(=O)(=O)C1 (centres undefined) | 9.8 | 2.3% | -2.2% | 4.1% | -0.5% | -1.2% | -6.8% | ? | -0.5% | 2.9 | -1.7%
N#CCC(=O)Nc1ccc(C(=O)OCC(=O)NC2CCCCCC2)cc1 | -3.8 | . | . | 38.2% | -0.1% | 0.3% | 7.4% | -17.2% | -0.7% | . | .
O=C(c1cccs1)N1CCCC(c2nc3c(nnn3Cc3cccc(Cl)c3)c(=O)[nH]2)C1 (centres undefined) | -18.6 | -0.7% | 12.4% | ? | -4.2% | -0.9% | 0.5% | 9.8% | -1.6% | 3.0 | -19.8%
Cc1[nH]n(C(N)=S)c(=O)c1N=Nc1ccc(S(=O)(=O)N2CCCC2)cc1 | 1.0 | 0.5% | 5.3% | -0.8% | -4.9% | -5.6% | 0.3% | -3.4% | -0.4% | 5.7 | ?
O=C(CNc1ccccc1)Nc1ccc(F)cc1 | -8.4 | 3.7% | -13.2% | 25.8% | -3.2% | -3.5% | -5.7% | ? | 0.0% | 4.3 | 3.5%
CN(C)/N=C/c1ccc(/C=N/NC(N)=S)o1 | -10.6 | 12.5% | 2.0% | 25.6% | 5.0% | 1.8% | 0.1% | ? | -0.2% | -4.3 | 7.0%
CCOC(=O)c1sc(NC(=O)C(CC)OC(=O)c2ccco2)nc1C (centres undefined) | 0.9 | -1.1% | -2.2% | 0.0% | -4.6% | -0.7% | -0.4% | ? | -0.1% | -0.4 | 1.4%
O=C(N/C(=C/c1ccc(Cl)cc1)C(=O)N1CCOCC1)c1ccccc1 | -11.3 | 5.8% | -0.2% | 3.3% | 3.4% | -3.3% | -3.1% | 3.6% | 1.4% | . | .
COc1ccccc1C1C(C#N)=C(N)N(N(C)C)C2=C1C(=O)CC(C)(C)C2 (centres undefined) | -3.1 | 0.6% | . | 24.2% | -2.2% | -3.1% | -4.4% | 5.0% | -0.8% | 2.2 | 10.5%
COc1ccc(S(=O)(=O)N(C)C)cc1NC(=O)[C@H](Cc1ccccc1)N1C(=O)c2ccccc2C1=O | 8.8 | -0.2% | -0.4% | 0.2% | -4.6% | -1.7% | 8.0% | 3.3% | 0.1% | -0.3 | -0.5%
CCN(C(C)=O)c1cccc2ccccc12 | -3.8 | -2.3% | 0.2% | 16.9% | -0.7% | -1.5% | 1.6% | ? | -0.1% | -0.9 | -5.6%
O=C(CN1CCN(C(=O)c2ccccc2)CC1)Nc1ccc(Cl)cc1F | -20.5 | -1.6% | -1.9% | -6.4% | 5.0%[11.5 µM] | -3.4% | 1.5% | 1.3% | 0.0% | -0.5 | -14.3%
COc1ccc(-c2cc(C(=O)NCC(c3ccccc3)N(C)C)c3ccccc3n2)cc1OC (centres undefined) | -8.0 | -4.1% | . | -54.3%[inhibitor] | 113.9%[activator] | 0.3% | -1.2% | -2.5% | -0.7% | -4.1 | ?
COc1ccc(-c2nc(CS(=O)CC(=O)NCc3ccc(Cl)cc3)c(C)o2)cc1 (centres undefined) | -9.7 | 1.9% | 4.1% | 9.1% | -5.5% | -4.5% | -3.7% | -18.7% | 0.2% | 0.1 | -5.2%
Cc1ccc(NC(=O)CN(C)S(=O)(=O)c2cccc3cccnc23)c(C)c1 | -27.8 | -4.8% | 2.6% | -4.9% | -0.4% | 1.0% | 0.0% | -6.9% | -1.2% | -1.6 | .
COc1ccc(NC2=NCC(=O)N2Cc2cccs2)cc1 | -5.6 | -2.4% | -4.6% | 19.4% | 1.3% | -9.6% | 6.7% | -5.6% | -0.3% | -3.2 | 7.3%
CCOC(=O)Cc1ccc(NC(=O)c2ccccc2Br)cc1 | -2.6 | 3.8% | -2.8% | -13.2% | -0.7% | -5.3% | -0.9% | -19.9% | 0.1% | -1.0 | -0.1%
COc1cc(/C=N/OCC(=O)Nc2ccc(OC(F)F)cc2)ccc1OCc1ccccc1 | -0.4 | 0.0% | 8.3% | -24.7% | -4.6% | ? | 0.1% | -0.8% | -0.4% | -0.6 | 2.5%
Cn1c(SCC(=O)Nc2ccc(C(N)=O)cc2)nnc1-c1cccs1 | 21.8 | -1.5% | -11.6% | -11.9% | 2.4% | -7.2% | -1.1% | 0.3% | -0.6% | 1.0 | 4.5%
O=C(CC1CCCC1)Nc1ccc(Br)cc1 | 17.0 | 2.8% | -3.8% | 1.8% | 0.7% | -4.3% | -0.9% | 6.8% | 0.0% | -2.8 | 28.1%
NC(=O)COC(=O)CC12CC3CC(CC(C3)C1)C2 | -7.3 | 0.1% | -0.2% | 0.0% | -1.0% | 0.0% | -5.6% | -0.6% | -0.1% | 3.3 | 5.0%
COc1ccc(-c2csc(N3CCC(C(N)=O)CC3)n2)cc1 | 39.5[activator] | . | . | . | -3.9% | 0.3% | -3.5%&-4.7% | ? | -0.2%&-0.2% | . | .
COc1cccc(NC(=O)c2ccc(N3C(=O)C4CC=C(C)CC4C3=O)cc2)c1 (centres undefined) | 13.0 | -2.4% | . | -28.2% | -3.4% | -7.3% | 0.0% | ? | 0.0% | 1.1 | 33.7%[activator]
CCNc1nc(NC(C)(C)C)nc(SC(C(C)=O)C(C)=O)n1 | -8.7 | 3.9% | -6.6% | -2.0% | 2.5% | -12.7% | -0.9% | -1.8% | -1.8% | 0.6 | -1.9%
CC1Cc2ccccc2N1C(=O)CN1C(=O)C(=O)N(Cc2ccccc2)C1=O (centres undefined) | -9.8 | 0.5% | 1.4% | 21.0% | -3.3% | -1.0% | 6.5% | ? | -0.7% | 2.6 | -7.0%
COc1ccc(C2C(C(C)=O)=C(O)C(=O)N2c2nccs2)c(OC)c1 (centres undefined) | -23.3 | -1.3% | 0.0% | 28.0% | -1.6% | -0.7% | 2.0% | ? | 0.0% | 0.0 | -22.9%
O=C(NCCCCNC(=O)c1cccs1)c1cccs1 | -7.5 | . | 2.0% | 6.6% | 3.9% | -1.5% | -5.4% | -0.5% | 0.0% | 0.3 | 0.9%
O=C(NNC(=O)c1ccccc1C(=O)O)c1ccc(-c2ccccc2)cc1 | . | -1.0% | 0.4% | . | . | . | 3.5% | 1.0% | -0.4% | 1.6 | 0.1%
O=C(O)C1=CC(=C(c2ccc(O)c(C(=O)O)c2)c2ccc(O)c(C(=O)O)c2)C=CC1=O | . | . | . | . | . | . | ? | ? | 0.0% | 4.0 | 96.4%&90.8%[activator]
CCC(C)Nc1nc2ccccc2n2c(C)nnc12 (centres undefined) | 2.9 | 0.6% | . | 0.0% | 0.0% | 0.5% | 1.6% | 1.2% | -0.7% | 0.8 | ?
Nc1cc(N)nc(SCC(=O)N2CCc3ccccc32)n1 | 6.7 | -0.4% | 2.0% | -22.1% | 2.0% | -4.7% | 1.9% | ? | 0.1% | -0.7 | -6.3%
CC(C)Cc1ccc(C(C)C(=O)Nc2nccs2)cc1 (centres undefined) | 17.3 | -1.0% | -7.6% | -21.7% | -3.1% | -7.6% | -3.1% | 1.1% | -0.1% | 0.1 | .
CC(=O)Cc1nsc(NC(=O)c2oc(-c3ccccc3Cl)cc2C)n1 | -16.9 | -0.4% | . | 7.1% | -5.4% | -5.8% | 3.0% | 0.4% | -0.8% | -9.0 | ?
Cn1cc(CCCC(=O)NCc2ccccc2)c2ccccc21 | -3.1 | 2.8% | . | 2.4% | -2.3% | -1.4% | -4.1% | -1.9% | 0.2% | 5.4 | -6.7%
O=C(N/N=C/c1ccc([N+](=O)[O-])cc1)c1ccccc1OCc1ccccc1 | -8.0 | 6.8% | 0.3% | 4.6% | . | -0.4% | -1.5% | ? | -0.5% | -1.6 | ?
Cc1cc(C)cc(NC(=O)C2CCN(S(=O)(=O)c3c(C)n[nH]c3C)CC2)c1 | 1.2 | . | 1.4% | 8.1% | -0.6% | -3.7% | 4.5% | -11.2% | -0.9% | 3.3 | 9.1%
COc1ccc(/C=C(\C#N)C(=O)Nc2cccc(C)n2)cc1 | 17.3 | . | . | 0.5% | 11.0% | -0.1% | -12.5% | 11.6% | 0.4% | 1.9 | 33.0%[activator]
